# Bioassay records from PubChem BioAssay.
# N370S GC mod: inhibits or activates N370S mutant glucocerebrosidase. P04062. Potency, µM (top dose mostly 59.4 µM), for the others: at the highest dose activity change, negative = inhibition, actives largely listed as inhibitors. actives 0.092% (n = 330,000). N370S GC spleen homogenate, 4MU-glucoside fluorescence. AID 2101;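 further: 0% = full enzyme activity and -100% = no enzyme basal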
# FEN1 inh: blocks human flap endonuclease 1; P39748; Potency, µM (series often up to 114 µM), for inactives: at the highest dose activity change, negative = inhibition, usual class: inhibitors; actives 0.35% (n = 390,000); Recombinant FEN1 flap cleavage, fluorescence, 15 min; further: nearly all actives have a fitted effect of over 65% in size
#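 Enzyme 10 nM, 15 min RT preincubation with compound; start with substrate 50 nM final; reads at 0 and 15 min; qHTS titration, four-parameter Hill fit.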
# GCN5L2 inh: blocks human GCN5L2 histone acetyltransferase; GCN5L2 HAT assay, ThioGlo1 CoA-SH fluorescence; Potency, µM (titrated, usually from 58.9 µM), for inactives: at the highest dose activity change, negative = inhibition, actives largely listed as inhibitors; AID 504327; actives 0.21% (n = 390,000)
# Target sequence (Q92830 whole entry, looked up): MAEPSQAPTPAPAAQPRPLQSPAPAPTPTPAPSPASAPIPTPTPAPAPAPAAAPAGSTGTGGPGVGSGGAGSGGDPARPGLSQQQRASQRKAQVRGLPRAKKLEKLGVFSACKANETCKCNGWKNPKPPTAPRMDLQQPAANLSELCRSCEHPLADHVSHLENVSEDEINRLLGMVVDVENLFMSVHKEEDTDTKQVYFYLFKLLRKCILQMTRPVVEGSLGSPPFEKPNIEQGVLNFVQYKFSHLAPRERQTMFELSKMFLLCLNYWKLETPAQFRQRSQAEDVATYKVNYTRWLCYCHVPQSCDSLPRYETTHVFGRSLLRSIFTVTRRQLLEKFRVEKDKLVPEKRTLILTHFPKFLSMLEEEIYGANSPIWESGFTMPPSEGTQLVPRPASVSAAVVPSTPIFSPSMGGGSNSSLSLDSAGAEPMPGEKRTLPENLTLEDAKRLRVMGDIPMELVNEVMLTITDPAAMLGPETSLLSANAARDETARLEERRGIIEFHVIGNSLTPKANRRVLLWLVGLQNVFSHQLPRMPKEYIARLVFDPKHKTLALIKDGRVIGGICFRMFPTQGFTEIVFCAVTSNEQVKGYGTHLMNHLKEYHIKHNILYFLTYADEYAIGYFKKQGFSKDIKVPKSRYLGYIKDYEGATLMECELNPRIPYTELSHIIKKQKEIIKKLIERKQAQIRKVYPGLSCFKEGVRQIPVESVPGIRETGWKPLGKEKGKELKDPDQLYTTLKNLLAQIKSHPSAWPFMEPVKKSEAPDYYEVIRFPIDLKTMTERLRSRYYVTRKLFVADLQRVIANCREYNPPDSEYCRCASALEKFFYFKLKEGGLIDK
#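 GCN5L2 (20nM final) in 50mM HEPES, 0.1mM EDTA pH 7.5, 0.01% Tween-20 was preincubated 15 min at room temperature with compound, then given ThioGlo1 (50uM), H3(1-25) peptide (75uM) and acetyl-CoA (70uM); CoA-thiol fluorescence (Ex340/Em540) was read at 0 and 20 min.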
# Starred values were filed as active, the others as inactive; ? = inconclusive; . = not tested or not shown; [ ] = remark or other dose. The call rests on the fitted dose curve; in most records, active means well fitted curve in the direction sought with a large enough effect; inconclusive means small, poorly fitted or top-dose-only effect, or another doubt; inactive means no such curve, though single readings can be large; an effect the other way counts as inactive or inconclusive. Unless noted, on the % scale 0 is the no-effect control and ±100 the full control effect; potency means the concentration at half of the fitted maximal effect.
Molecule	N370S GC mod	FEN1 inh	GCN5L2 inh
COc1cc(CN2CCN(c3ccc(C)cc3)CC2)cc([N+](=O)[O-])c1O	5.4%	11.4%	-2.2%
C[C@H]1C=C(C(=O)NCc2ccccc2)O[C@@H](OCc2ccc(CO)cc2)C1	6.7%	-13.0%	-7.1%
Cc1ccc(C)c(S(=O)(=O)N2CCN(CC(=O)Nc3sccc3C#N)CC2)c1	12.0%	6.0%	-9.9%
CC1CCN(C(=O)c2ccccc2NC(=O)c2cccc(S(=O)(=O)N3CCOCC3)c2)CC1	-8.0%	2.5%	-6.3%
COc1cccc([C@@H]2CC=C(C(=O)O)[C@H](c3ccc(F)cc3)N2S(=O)(=O)c2ccc(C)cc2)c1	0.9%	15.1%	-0.6%
CS(=O)(=O)NCc1nnc(SCc2ccc(C(F)(F)F)cc2)o1	3.2%	4.2%	-7.8%
COC(=O)C(NC(C)=O)(Nc1nc(C)cs1)C(F)(F)F (stereo not given)	0.3%	0.8%	-8.2%[0.501 µM]
COc1ccccc1/C=C/C(=O)Nc1ccc(S(=O)(=O)Nc2cc(C)nc(C)n2)cc1	-14.8%	9.2%	-12.9%
CC(NC(=O)CCc1nnc(Cc2cccc(C(F)(F)F)c2)o1)C1CC1 (stereo not given)	-0.7%	16.9%	4.9%
COc1cc([N+](=O)[O-])ccc1NC(=S)NNC(=O)c1ccc2c(c1)OCO2	-1.8%	8.4%	-16.9%

# Next section.
Molecule	N370S GC mod	FEN1 inh	GCN5L2 inh
O=C(CSc1nnc(NC(=O)c2c(F)cccc2F)s1)NCc1ccccc1	-14.9%	-18.1%	1.5%
CCOc1cc(/C=N/NC(=O)c2cc(C3CC3)[nH]n2)ccc1O	-8.9%	-6.8%	-7.6%
CC(=O)Oc1ccc(/C=C2/Oc3ccccc3C2=O)cc1	-21.6%	2.0%	-17.6%
Cc1ccccc1OCC(O)CN1CCN(CC(O)COc2ccccc2C)CC1 (stereo not given)	-1.3%	-5.3%	-3.8%
COc1cccc(NC(=O)C2CCCN(c3ncnc4onc(-c5ccc(F)cc5)c34)C2)c1 (stereo not given)	.	-15.1%	-24.0%
CSc1nc2c(c(=O)[nH]1)CCCC2	9.9%	5.9%	2.3%
N#Cc1c(C(F)(F)F)cc(=O)[nH]c1SCC(=O)O	-2.3%	-12.9%	-4.3%
O=C(Nc1cccnc1)c1ccc([N+](=O)[O-])s1	.	4.6%	-7.5%
CCn1ccc(C(=O)NC2C(=O)N3C(C(=O)O)=C(C)CSC23)n1 (stereo not given)	5.3%	4.6%	0.9%
CCCCSc1nc2c(cnn2-c2ccc(F)cc2)c(=O)[nH]1	6.6%	-5.9%	-3.1%

# Other entries:
Molecule	N370S GC mod	FEN1 inh	GCN5L2 inh
C=CCNC(=O)C1CCN(c2cnccn2)CC1	-11.4%	2.2%	-0.8%
CCOc1ccccc1OCCCn1c(-c2ccc(Cl)cc2)nc2ccccc2c1=O	.	-2.8%	9.4%
CCOc1oc(-c2ccc(OC)cc2)nc1C(F)(F)F	2.6%	-13.4%	-2.8%
O=C(NCc1cccnc1)C(=O)N/N=C/c1ccccc1[N+](=O)[O-]	-4.5%	-22.1%	1.4%
O=C(NNc1nc2ccccc2nc1C(F)(F)F)c1ccccc1	-5.7%	-16.2%	-7.7%
O=C(Nc1ccc2nc(-c3ccccc3)[nH]c2c1)c1ccco1	2.1%	-11.4%	-1.7%
CN(C)c1ccnc(-n2cccc2/C=N/OCc2ccccc2)c1C#N	-0.2%	12.1%	-8.5%[0.501 µM]
COc1cc(C(=O)NC(=S)N2CCCCCC2)cc(OC)c1OC	-3.8%	9.6%	0.1%
O=c1[nH]c(/C=C/c2ccccc2F)nc2ccccc12	-3.1%	15.4%	-4.1%
CCOc1ccc(N(C(C)C(=O)N2CCCC2)S(C)(=O)=O)cc1 (stereo not given)	1.3%	4.2%	-1.3%

# More compounds:
Molecule	N370S GC mod	FEN1 inh	GCN5L2 inh
COc1ccc(Cl)cc1S(=O)(=O)NCc1ccc2c(c1)CCN2C(=O)c1cccc(C)c1	.	7.6%	-14.6%
CCOC(=O)/C=C1\SCC(=O)N1CC(=O)Nc1ccc2c(c1)CCC2	0.6%	-14.4%	-17.4%
Cc1cc(Nc2ccccc2)n(-c2nc3ccccc3[nH]2)n1	-7.4%	?	-5.2%
Cc1c(C(=O)NCCN(C)C)sc2nc3n(c(=O)c12)CCC3	.	1.9%	-0.2%
CCc1ccccc1NC(=O)C1CCCN(S(=O)(=O)c2cccc3nsnc23)C1 (stereo not given)	.	-9.9%	-3.4%
C/C=C\C=C/C(=O)Nc1cccc(C2=NOC3(C2)C[C@@H](C(N)=O)N(C(=O)/C=C/CC)C3)c1 (stereo not given in full)	-7.6%	-14.3%	-10.2%
COc1ccc(CNc2nc3ccccc3n2Cc2ccccc2)cc1OC	5.9%	-3.3%	-3.5%
Cc1ccc(Nc2c(-c3c[nH]c4ccccc34)nc3ccccn23)cc1	.	3.2%	3.6%
Cc1ccc(C(C)C)c(OCCCCN2CCNCC2)c1	-21.4%	-5.2%	-14.6%
COc1cc2sc(-c3ccc(S(C)(=O)=O)cc3)c(-c3ccc4c(c3)OCO4)c2cc1OC	.	-19.3%	-8.7%

# Remaining list, next part
# Values in the order – N370S GC mod	FEN1 inh	GCN5L2 inh
C=CCn1c(SCC(=O)Nc2ncc(Cc3ccc(C)c(Cl)c3)s2)nnc1-c1ccncc1
  0.9%	-1.3%	-2.2%
Cc1ccc(C(=O)OC2CCOC2=O)cc1NC(=O)c1ccco1 (stereo not given)
  6.1%	-1.2%	.
CN(C)c1ccc(C(=O)NNC(=O)c2ccc(Cl)cc2)cc1
  0.4%	-19.7%	-15.7%
O=C(c1cc(-c2ccc(Cl)cc2)n(-c2ccc(Cl)cc2)n1)N1CCOCC1
  -18.5%	-18.5%	?
CCC(Cn1nnc2ccccc2c1=O)NC(=O)Nc1ccc(C)cc1 (stereo not given)
  .	-1.0%	-2.5%
CC(OC(=O)c1cccc(-n2cnnn2)c1)C(=O)Nc1ccc(F)cc1Cl (stereo not given)
  -2.2%	0.0%	-8.2%
CCC(C)c1ccc(NC(=O)C2CC2)cc1 (stereo not given)
  11.1%	5.5%	-11.0%
CCc1cccc(CC)c1NC(=O)c1c(C)oc2ccc(O)c(CN3CCOCC3)c12
  .	27.1%	3.9%
CCc1ccc(NC(=O)CS(=O)CC(=O)Nc2ccc(F)cc2F)cc1 (stereo not given)
  -15.1%	-3.8%	-2.8%
COCC(=O)N1CCC2(CCCN(C(=O)Nc3cccc(F)c3)C2)CC1
  3.3%	.	-1.6%

# Carrying on:
# Values in the order – N370S GC mod	FEN1 inh	GCN5L2 inh
COc1ccc(-c2[nH]nc3c2C2(C(=O)N(CC(=O)O)c4ccccc42)C(C#N)=C(N)O3)cc1OC (stereo not given)
  -13.4%	0.4%	-0.5%
COc1cccc(CNC(=O)C(NS(=O)(=O)c2ccc3c(c2)oc(=O)n3C)C(C)C)c1 (stereo not given)
  .	1.0%	-2.5%
O=C(CSc1nnnn1-c1cccnc1)Nc1ccc(OCc2ccccc2)cc1
  5.7%	-5.6%	-3.2%
O=C(NNC(=O)c1cnccn1)c1cccc([N+](=O)[O-])c1
  6.9%	0.9%	-11.5%
COc1ccc(-n2c(=S)[nH]c3cc(C(=O)Nc4ccc(OC)c(OC)c4)ccc3c2=O)cc1
  2.8%	-20.2%	-6.5%
Oc1ccccc1Nc1nc(-c2ccccc2O)nc2ccccc12
  -9.3%	-12.8%	14.8%
O=C(Nc1ccc(F)cc1)c1ccc(S(=O)(=O)NCC2CCCO2)cc1 (stereo not given)
  3.6%	-15.4%	4.3%
CC(C)(C)OC(=O)N1CCN(C(=O)c2[nH]cnc2C(=O)Nc2ccon2)CC1
  .	-13.7%	3.3%
COc1ccc(OC)c(CNC(=O)c2ccc(N3Cc4ccccc4Oc4ncccc43)s2)c1
  .	5.1%	?
O=c1c2ccccc2[nH]c(=S)n1CCc1ccccc1
  3.9%	-7.0%	-8.7%

# (next part)
# Values in the order – N370S GC mod	FEN1 inh	GCN5L2 inh
COc1cccc(N2CCN(C(=O)c3ccc4nc[nH]c4c3)CC2)c1
  -8.0%	-5.6%	1.9%
O=C(N/N=C/c1c(O)ccc2ccccc12)c1[nH]ncc1Br
  -19.7%	-4.0%	-14.1%
O=C(Cn1nnc(-c2ccc(CN3CCOCC3)cc2)n1)NC1CCCCC1
  22.8%	-0.3%	0.7%
CCOc1cc(N2CCOCC2)c(OCC)cc1NC(=O)Cn1cnnn1
  .	2.4%	-2.3%
CC(Sc1nccn1C)C(=O)Nc1ccccc1C#N (stereo not given)
  .	8.0%	-4.9%
CCc1cccc(OCC(=O)Nc2ccc(S(=O)(=O)Nc3ncccn3)cc2)c1
  .	-15.9%	-2.4%
CC(C)CNC(=S)N1CCC(C(=O)c2ccc(F)cc2)CC1
  -17.6%	3.7%	-1.0%
COc1ccc(CCNC(=O)CN(C2CCCCC2)S(C)(=O)=O)cc1
  4.5%	9.3%	-1.4%
CCCOc1ccc(C(=O)N2CCCC2)cc1OC
  3.2%	7.9%	-0.4%
COc1ccc(CN2CCC(C(=O)Nc3ccc(Oc4cccnc4)cc3)CC2)c(C)c1C
  -10.6%	-14.2%	-5.8%

# Entries shown so far with a nitro group on carbon:
# Values in the order – N370S GC mod	FEN1 inh	GCN5L2 inh
COc1cc(CN2CCN(c3ccc(C)cc3)CC2)cc([N+](=O)[O-])c1O
  5.4%	11.4%	-2.2%
COc1cc([N+](=O)[O-])ccc1NC(=S)NNC(=O)c1ccc2c(c1)OCO2
  -1.8%	8.4%	-16.9%
O=C(Nc1cccnc1)c1ccc([N+](=O)[O-])s1
  .	4.6%	-7.5%
O=C(NCc1cccnc1)C(=O)N/N=C/c1ccccc1[N+](=O)[O-]
  -4.5%	-22.1%	1.4%
O=C(NNC(=O)c1cnccn1)c1cccc([N+](=O)[O-])c1
  6.9%	0.9%	-11.5%

# Next part.
# Values in the order – N370S GC mod	FEN1 inh	GCN5L2 inh
O=C(O)[C@H](Cc1ccccc1)NC(=O)N1CCC(Cc2ccccc2)CC1
  -4.2%	-5.1%	2.6%
COc1ccc(CN(Cc2ccco2)c2cnc(S(C)(=O)=O)nc2C(=O)Nc2ccc(F)cc2)cc1
  .	-7.3%	-10.1%
Cc1ccc(C(=O)NCC(=O)N2CCCCCCC2)cc1C
  .	0.6%	-1.3%
COc1cc2nc(NCc3ccc(C)cc3)n3nc(-c4ccccc4)nc3c2cc1OC
  .	14.3%	1.2%
Cc1c(C(=O)OC(C)C)[nH]c2c1C(=O)CC(C)(C)C2
  25.6%	22.3%	-24.0%
COc1ccc(CCNC(=O)CSc2nnc(-c3ccccc3)c3ccccc23)cc1OC
  14.4%	7.0%	-2.5%
CCOc1cc(C(C#N)N2CCCCC2)ccc1OC (stereo not given)
  3.4%	-1.7%	33.8%[activator]
Cn1c(=O)c2c(nc(CN3CCN(C(=O)c4ccco4)CC3)n2CCCO)n(C)c1=O
  -6.3%	20.3%	0.5%
CCN(CC)S(=O)(=O)c1ccc(NC(=O)CCNC(=O)c2ccccc2)cc1
  4.0%	-1.2%	-11.7%
COc1ccc(CN2CCCN(CC(=O)Nc3ccc4c(c3)OCCO4)S2(=O)=O)cc1
  .	-3.0%	-2.5%

# Compound profiles, from the list above. Order of screens: N370S GC mod, FEN1 inh, GCN5L2 inh
# Cc1ccc(C(=O)NCC(=O)N2CCCCCCC2)cc1C is entered as ., 0.6%, -1.3%
# O=C(O)[C@H](Cc1ccccc1)NC(=O)N1CCC(Cc2ccccc2)CC1 is entered as -4.2%, -5.1%, 2.6%

# Following part:
# Values in the order – N370S GC mod	FEN1 inh	GCN5L2 inh
CCC(C)c1ccc(OCCn2ccnc2)cc1 (stereo not given)
  -4.5%	-10.4%	-1.7%
Cc1c(Cl)cccc1NC(=O)CSC(C)c1nc2ccccc2c(=O)[nH]1 (stereo not given)
  -1.6%	-2.3%	0.8%
COC(=O)c1ccc(Cn2cnc3c(cnn3-c3ccc(F)cc3)c2=O)o1
  -7.3%	12.2%	-15.4%
COc1ccc(CNC(=O)CN(C)c2nn3c(=O)cc(C)nc3s2)cc1
  .	-5.8%	-10.2%
CCOC(=O)c1ccc(NC(=O)CC2C(=O)N(c3cccc(C)c3)C(=O)N2CCOC)cc1 (stereo not given)
  .	-1.7%	-6.5%
COc1ccc(OC)c(NC(=O)CCc2nnc3ccc(NCc4ccco4)nn23)c1
  1.9%	0.1%	?
CCOC(=O)N1CCN(c2nc(SC)nc3sc4c(c23)CC(C)(C)OC4)CC1
  1.8%	-10.4%	-7.9%
Nc1ccc2ncccc2c1
  18.4%	-4.3%	-3.9%
O=C(O)CCC(=O)N1CCc2cc(S(=O)(=O)N3CCCCC3)ccc21
  4.2%	-12.8%	?
COc1ccc(OCC(=O)N2CCN(C(=O)c3cccs3)CC2)cc1
  -8.8%	-3.6%	-12.0%
COC(=O)C1CCCCN1C(=O)c1ccc2oc(Cc3ccccc3)nc2c1 (stereo not given)
  -11.5%	3.5%	-3.3%
COc1cccc(OC)c1NC(=O)c1nc2c(nnn2Cc2ccccc2Cl)c(=O)[nH]1
  5.8%	5.8%	-4.9%
CCC(=O)N1CCc2cc(Br)cc(S(=O)(=O)NCc3ccc(Cl)cc3)c21
  .	-15.6%	-1.1%

# Some of the compounds tested; count on the stated rates, not on these rows.
